SSB-PriA inh = inhibitors of Klebsiella pneumoniae PriA binding to SSB C-terminal tail; inhibition, % at 33 µM; 430,000 compounds, 0.6% hits; AlphaScreen SSBct-PriA binding, biotinylated peptide; AID 1272365; in the data active means inhibition mostly above about 37%, no sharp cut-off; inactive means mostly below about 20%;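 further: plate controls were negative control peptide for no effect and reference peptide for full effect; strong numbers were not always called active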
* = called active by the depositor; & = joins results of further samples. The list is partial; count on the stated rates, not on these rows.

SMILES	SSB-PriA inh
COC(=O)c1ccc(C(=O)Nc2ccc(Cl)cc2C(=O)c2ccccc2)cc1	0&13
O=C(COc1ccccc1)N1CCC2(CC1)OCCS2	-15
CCOc1ccccc1NC(=O)Cn1c(=O)nc(-c2ccccc2F)c2cc(Cl)ccc21	-16&18
CCCn1c(=O)c2ccc(C(=O)NC3CCCCC3)cc2n2c(=O)n(Cc3cccc(OC)c3)nc12	-11
CCNc1nc(NCC)nc(NN=Cc2ccc([N+](=O)[O-])o2)n1	7
NC(=O)c1ccc(NC(=O)CCCn2nc(-c3ccc(F)cc3)ccc2=O)cc1	-5
Cc1nn2c(NCCCn3ccnc3)c3c(nc2c1-c1ccccc1)CCC3	14
COc1cc(Cn2c(N)c(C#N)c3nc4ccccc4nc32)cc(OC)c1OC	-23
COC(=O)Cn1c(=NC(=O)C2COc3ccccc3O2)sc2cc(C)cc(C)c21 (stereo not given)	-7
COc1ccc(N2CC(NC(=O)Nc3ccc(C(N)=O)cc3)CC2=O)cc1 (stereo not given)	-6
O=c1c(Cl)c[nH]cc1Cl	-7
CC(=O)Nc1ccc2nc(NC(=O)c3ccc4c(c3)CCCC4)sc2c1	-6
O=C(NCCSc1c[nH]c2ccccc12)c1ccc(F)cc1	-5
O=C(Nc1ccccc1)N1CCN(C2CC2)CC1c1ccccc1 (stereo not given)	13
O=C(CCn1cnc2c(cnn2-c2ccc(F)cc2)c1=O)NCc1ccccc1Cl	-14
CC(=O)Nc1ccc(C(C)=NNC(=O)c2ccc(F)cc2)cc1	1
Cc1nnsc1C(=O)N1CC(Oc2nc3c(C(F)(F)F)cccc3s2)C1	-12
COc1ccc(NC(=O)Nc2ccc(Nc3cc(C)nc(N4CCCC4)n3)cc2)c(C)c1	2
COc1ccccc1OCC#CCNC(=O)c1cccn(C)c1=O	-4
COc1ccc(SCCC(=O)Nc2nc3ccc4nc(C)sc4c3s2)cc1	-3
S=C(NCCc1ccccc1)N1CCn2cccc2C1c1ccccc1 (stereo not given)	6
CCCN1C(=O)/C(=N\OC2OC(COC(C)=O)C(OC(C)=O)C(OC(C)=O)C2NC(C)=O)c2cc(C)ccc21 (stereo not given)	-5
CC(C)(C)c1ccc(C(=O)Nc2ccc3c(c2)N(C(=O)C2CC2)CC3)cc1	3
Cc1cc(NC(=O)Cn2cnc3c(sc4ccccc43)c2=O)ccc1Br	-17
CCSC1=NCCN1C(=O)c1cc([N+](=O)[O-])ccc1Cl	-7
O=C(NN=Cc1ccccc1OC(F)F)c1cc(-c2ccncc2)nc2ccccc12	-9
NC(=NN=Cc1ccc(Br)cc1)NN=Cc1ccc(Br)cc1	-11
COc1ccccc1OCC(=O)Nc1c(C(=O)Nc2ccc(Cl)cc2)oc2ccccc12	-3
COc1ccc2c(CC(=O)NCc3ccncc3)cc(=O)oc2c1	1
O=C(c1ccco1)N1CCN(Cc2nc(C3CC3)cs2)CC1	-7
Cn1nc2c(cc1=O)CC(C(=O)N1CC=C(c3ccccc3)CC1)CC2 (stereo not given)	4
CC1CCc2c(sc3ncnc(NCc4ccco4)c23)C1 (stereo not given)	-8
NC(=O)CSc1nnc2scc(-c3ccc(Cl)cc3)n12	-2
Cc1ccc(C=NNC(=O)Cn2nc(C)c(Br)c2C)o1	-7
Cc1ccc(C(=O)NCC(=O)NN=Cc2cccs2)cc1C	9
CS(=O)(=O)N1CCC(C(=O)NCCc2nc3c(c(C(F)(F)F)n2)CCCC3)CC1	-5
Nn1c(SCC(=O)Nc2ccc([N+](=O)[O-])cc2)nnc1-c1ccncc1	9
O=C(Nc1cccs1)N1CCC(c2nnc(-c3ccc(F)cc3)o2)CC1	4
O=C(NCC1CCN(S(=O)(=O)c2cccnc2)CC1)c1cc(=O)c2ccccc2o1	-11
Cc1cc(OCCCC(=O)Nc2cccc(Br)c2)ccc1Cl	-96
CCC(C)n1c(SCC(=O)C(C#N)=C(C)N)nc2ccccc2c1=O (stereo not given)	-1
CCOc1ccc(C)cc1S(=O)(=O)Nc1ccc2c(c1)CCC(=O)N2	-7
Cc1cc(NC(=O)C(=O)NCC(c2ccc3c(c2)CCN3C)N(C)C)no1 (stereo not given)	3
COc1ccc(C(Nc2cc(C)on2)c2c(C)[nH]c3ccccc23)cc1OC (stereo not given)	19
CCc1ccc(S(=O)(=O)NCCN2CCN(c3ccc(OC)cc3)CC2)s1	10
O=C(NCc1ccc2c(c1)OCO2)c1cccc(Oc2ccccn2)c1	6
O=C(NN=Cc1ccccc1O)C(=O)N1CCCCCC1	25
CCc1cc2c(NC(CCSC)C(=O)O)nc(C(C)C)nc2s1 (stereo not given)	-4
Cc1[nH]c2ccccc2c1C=NNC(=O)c1cc(C(C)C)[nH]n1	15
O=S(=O)(NC1CCC(Oc2ncccn2)CC1)c1ccc2c(c1)OCCO2 (stereo not given)	0

New compounds follow:
SMILES	SSB-PriA inh
CCOc1ccc(-n2nnc(-c3nc(-c4ccc(Br)cc4)cs3)c2C)cc1	4
C[C@@H](Cc1ccoc1)NC(=O)c1cccc(Cl)c1	-5
O=C(Nc1nc(-c2ccccn2)cs1)c1sccc1C1CC1	114*
C=CCC1=CC(=Cc2c(N)n3nc(CC(=O)N4CCCC4)sc3nc2=O)C=C(OC)C1=O	-23
Cc1nc(Nc2ccccn2)cc(N2CCN(C(=O)c3ccccc3C(F)(F)F)CC2)n1	-12
COc1ccccc1NC(=O)c1c(C)nc(SCc2ccccc2)c(C#N)c1-c1ccc(C)o1	-5&7
COc1cc(S(=O)(=O)NCc2ccccc2)ccc1I	-7
O=C1NCCOc2ccc(NS(=O)(=O)Cc3cccc(Cl)c3)cc21	9
Cc1ccc(-c2ccc(N3CCC[C@H](C(=O)NCc4cccnc4)C3)nn2)cc1C	4
COC(=O)c1ccc(C(=O)NCc2cc(C3CC3)n(C)n2)cc1	5
CCOc1cccc2cc(C(=O)Nc3nnc(-c4cc(C)n(C)n4)o3)oc12	-8
Cc1cc(C)c2sc(N(CCCN(C)C)C(=O)c3ccn(C)n3)nc2c1	-3
Oc1cccc(C=NNc2cc(N3CCOCC3)nc(N3CCOCC3)n2)c1	-4
COc1ccc(C(=O)Nc2nc3ccc(SC)cc3s2)cc1	-7
Cc1ccc(C(=O)NN=Cc2c(O)ccc3ccccc23)cn1	-12
O=C(c1ccc2ncsc2c1)N1CCN(CCn2ccnc2)CC1	0
Nc1nc(SCC(=O)NCc2ccccc2Cl)ncc1S(=O)(=O)c1cccs1	-3
CCc1ccc(S(=O)(=O)Nc2ccc3c(c2)N(C(=O)c2cccs2)CCC3)s1	10
Cn1cc(C(=O)Nc2ccc(F)c(C(F)(F)F)c2)c2[nH]c(=O)n(-c3ccc(Cl)cc3)c(=O)c21	-4
CSc1ccccc1C(=O)Nc1cc(C)nn1-c1nc(-c2cccs2)cs1	-14&-9
NC(=NNC(=O)c1ccc(F)cc1)c1cc2ccccc2oc1=O	3
COC(=O)c1sc(-c2ccccc2)cc1NC(=O)c1cc2c(ccc3ccccc32)oc1=O	-3
CSc1nc2c(-c3ccccc3)c[nH]c2c(=O)n1Cc1ccccc1	-2
Cc1nc(Oc2ccccc2)cc(N2CCN(C(=O)Nc3ccccc3Cl)CC2)n1	-9&-9
Cc1cc(CCNC(=O)c2ccncc2)on1	-16

Part of the list above, as labelled records:
> NC(=O)c1ccc(NC(=O)CCCn2nc(-c3ccc(F)cc3)ccc2=O)cc1
- SSB-PriA inh: -5

> Cc1nn2c(NCCCn3ccnc3)c3c(nc2c1-c1ccccc1)CCC3
- SSB-PriA inh: 14

> COc1cc(Cn2c(N)c(C#N)c3nc4ccccc4nc32)cc(OC)c1OC
- SSB-PriA inh: -23

> COC(=O)Cn1c(=NC(=O)C2COc3ccccc3O2)sc2cc(C)cc(C)c21 (stereo not given)
- SSB-PriA inh: -7

(listing goes on)
SMILES	SSB-PriA inh
CCOc1ccccc1NC(=O)c1ccc(-c2nc3ccccc3s2)s1	-4
O=C(OCc1ccccc1)N1CCCC(Cc2nc(-c3cnccn3)no2)C1 (stereo not given)	-21
O=C(CCn1ccc(=O)[nH]c1=O)N1CC(c2nc(-c3ccco3)no2)C1	6
O=C1NCCN1C(=O)N1CCC2(CC1)OCCS2	-18
O=C(CCNc1n[nH]c(=O)[nH]c1=O)NN=Cc1cccc(OCc2ccccc2)c1	3
O=C(NCCC1=CCCCC1)C(=O)NCC1CCN(C(=O)c2ccncc2)CC1	-8
COc1cc(C=Nn2cnnc2)ccc1OS(=O)(=O)c1ccccc1[N+](=O)[O-]	-4
CS(=O)(=O)C1CCN(C(=O)c2ccc3nsnc3c2)CC1	-16
CC(C)C(=O)NCCc1ccc(N2CCCC2)cc1	-9
O=C(Nc1nc(-c2ccc3c(c2)OCO3)cs1)c1ccno1	3
COc1cc2ccccc2cc1C(=O)Nc1nc(-c2cccnc2)cs1	-13
CON=C(CN1CCCCC1)c1ccc(Cl)cc1	-5
Cc1cc(C)c2c(n1)nn1c(NC[C@H]3CCCO3)cc(C)nc21	-15
COc1ccc(C=NNC(=O)c2ccccc2OC)cc1COc1ccc(C)cc1	5
CN(C)c1ccc(O[C@H]2CCN(C(=O)NCc3ccccc3)C2)nn1	-14
CC(C)c1ccc(NC(=O)C(=O)NCC(c2ccc3c(c2)CCN3C)N(C)C)cc1 (stereo not given)	20
Cc1ccccc1OCCCn1c(C2CC(=O)N(C(C)(C)C)C2)nc2ccccc21 (stereo not given)	3
Cc1ccc(N2CCCS2(=O)=O)cc1NC(=O)C(=O)NCC1CCN(C(=O)NC(C)(C)C)CC1	-8
CCOc1cc(C=NN2C(=O)NC3(CCCCC3)C2=O)cc(Br)c1O	0
CC(=NNC(=O)c1ccc(Cl)cc1)c1ccc(Br)s1	2
CN1CCc2cc(C(CNS(=O)(=O)c3ccc4c(c3)CCCC4)N(C)C)ccc21 (stereo not given)	53
Cc1ccccc1C(=O)N(CN1CCCC1=O)c1cccc(Cl)c1	-13&-10
Cc1cc(-c2ccncc2)nn1CCNC(=O)c1ccc(F)cc1Cl	-2
CC(=O)N1CCC2(CC1)Oc1ccc(Br)cc1C1CC(c3cc(C)ccc3O)=NN12 (stereo not given)	-6
c1ccc(C(c2ccccc2)N2CCN(N=C3c4ccccc4-c4ccccc43)CC2)cc1	2

Looked up one by one from the list above:
SMILES	SSB-PriA inh
Cc1ccccc1C(=O)N(CN1CCCC1=O)c1cccc(Cl)c1	-13&-10
O=C(NCCC1=CCCCC1)C(=O)NCC1CCN(C(=O)c2ccncc2)CC1	-8
O=C1NCCN1C(=O)N1CCC2(CC1)OCCS2	-18
Cc1ccc(N2CCCS2(=O)=O)cc1NC(=O)C(=O)NCC1CCN(C(=O)NC(C)(C)C)CC1	-8
CN1CCc2cc(C(CNS(=O)(=O)c3ccc4c(c3)CCCC4)N(C)C)ccc21 (stereo not given)	53

The results go on.
SMILES	SSB-PriA inh
O=C(NCCc1ccc(Cl)cc1)C1(c2ccc(F)cc2)CC1	-6
CCn1ccc(C(=O)NC2CCN(c3ccc(-c4ccccc4F)nn3)C2)n1 (stereo not given)	0
COCCNC(=O)C(=O)Nc1ccc(F)cc1F	-10
O=C(NCC(c1ccc2c(c1)OCO2)N1CCOCC1)c1cccc([N+](=O)[O-])c1 (stereo not given)	-1
COc1cc(OC)cc(C(=O)Nc2cccc(-c3cn4nc(OC)ccc4n3)c2)c1	-10
Cc1cc(NC(=O)C(C)(C)CCl)n(-c2nc(C)c(C)c(=O)[nH]2)n1	16
O=C(CSc1nnc(COc2ccccc2)n1Cc1ccccc1)Nc1c(Cl)cccc1Cl	-2&-1
COc1ccccc1C(=O)NN=C(C)CC(=O)Nc1ccccn1	-24
Cc1cc(NC(=O)c2ccc(=O)n(C)n2)on1	8
COc1ccccc1CC1C(=NO)C2CCN1CC2 (stereo not given)	-8
CSc1cccc2sc(N3CCN(C(=O)c4cnn(-c5ccccc5)c4C)CC3)nc12	26
Cc1ccc2cc(/C=C/C(=O)c3c(-c4ccccc4)c4cc([N+](=O)[O-])ccc4[nH]c3=O)c(Cl)nc2c1	5
CCCc1nnsc1C(=O)N[C@H]1CCN(c2ccc(C(F)(F)F)cn2)C1	-13
COc1ccc(-c2cn3cccnc3n2)cc1NC(=O)c1c(-c2ccccc2Cl)noc1C	5
O=C1C2C3C=CC(CC3)C2C(=O)N1N=Cc1c(O)ccc2ccccc12 (stereo not given)	-4
CN(CC#CCNS(C)(=O)=O)Cc1ccccc1	-5
CC(=O)c1cccc(S(=O)(=O)N2Cc3cncnc3C2)c1	-3
Fc1ccc(NN=Cc2ccncc2)c(F)c1	7
O=C(Cn1cccc(-c2nc(-c3ccccc3)no2)c1=O)Nc1ccccc1Br	-2
O=S(=O)(/C=C/c1ccccc1)NCC(O)c1ccoc1 (stereo not given)	6
COc1ccccc1-c1ccc(N2CCN(C(=O)c3ccccc3Cl)CC2)nn1	-2
Cc1ccccc1-c1ccc(N2CCN(C(=O)COc3ccccc3)CC2)nn1	-5
O=C(NCC(c1ccc2c(c1)OCO2)N1CCN(c2ccccc2F)CC1)C(=O)Nc1ccon1 (stereo not given)	0
O=C(NCc1n[nH]c(=O)c2ccccc12)C1c2ccccc2Oc2ccccc21	-24
CC(C)CNC(=O)c1ccc2c(=O)n(C(C)C)c3nn(Cc4cccc(Cl)c4)c(=O)n3c2c1	-2
ON=Cc1cc2ccccc2n1Cc1ccccc1F	-8
COCCN1C(=O)C(=O)C(=C(O)c2cccc(OC)c2)C1c1ccc(C)o1 (stereo not given)	-5

From PubChem
